Screening results deposited in PubChem by National Center for Advancing Translational Sciences (NCATS).
TSHR antag = human thyrotropin receptor antagonism; P16473; TSHR-expressing cells, TSH-stimulated cAMP HTRF, 2 h; stronger effect = lower value; activity change, negative = inhibition, % at 11.5 µM; 330,000 compounds, 0.2% hits; AID 504810;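 active means activity change below a set negative limit, meaning inhibition stronger than a set level, cut at about -70% in these data; inconclusive means activity change between two set negative limits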; further: on the % scale 0 is the no-effect control and ±100 the full control effect
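Inhibition of cAMP made by TSHR-expressing cells under TSH stimulation (4nM final, EC80; 2 h, 37 deg C) is quantified with a one-step lysis HTRF kit, anti-cAMP cryptate versus cAMP-d2.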
MBNL1-CUG inh = inhibitors of human MBNL1 binding to CUG repeat RNA | Q9NR56 | TR-FRET MBNL1-His/biotin-(CUG)12 binding, 665/545 ratio | Potency, µM (top dose mostly 57.5 µM), for inactives: at the top dose activity change, negative = inhibition, actives largely listed as inhibitors | 280,000 compounds, 0.036% hits; active means well fitted inhibition curve with a large enough effect in the signal ratio, with a control signal flat, not every such curve was filed as active; inconclusive means small, poorly fitted or top-dose-only effect, or effect the other way, or a change in a side signal; inactive means no such curve, though single readings can be large or run the other way; the % refers to the signal ratio; further: potency means the concentration at half of the fitted maximal effect; on the % scale 0 is the no-effect control and ±100 the full control effect
Target sequence (Q9NR56 whole entry, looked up): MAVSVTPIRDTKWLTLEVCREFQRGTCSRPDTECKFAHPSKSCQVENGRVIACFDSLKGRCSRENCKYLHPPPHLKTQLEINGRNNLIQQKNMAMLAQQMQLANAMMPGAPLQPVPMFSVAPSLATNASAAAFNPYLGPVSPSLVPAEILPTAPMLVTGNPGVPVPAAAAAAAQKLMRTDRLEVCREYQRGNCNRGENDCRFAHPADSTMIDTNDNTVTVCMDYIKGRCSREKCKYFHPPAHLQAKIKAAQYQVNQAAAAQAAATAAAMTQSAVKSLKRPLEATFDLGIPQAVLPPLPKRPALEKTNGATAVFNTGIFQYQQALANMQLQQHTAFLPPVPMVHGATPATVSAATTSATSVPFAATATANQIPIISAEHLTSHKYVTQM
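TR-FRET between His-tagged MBNL1 and biotin-(CUG)12 RNA, detected with Tb anti-His antibody (0.055 ng/ul) and streptavidin-XL665 (5 nM), 60 min at room temperature. Compounds titrated 92 nM to 58 uM; 665/545 nm ratio normalized to buffer and complex controls.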
Eya2 phos inh = Eya2 (human) phosphatase inhibition. Potency, µM (titrated, usually from 76.9 µM), inactives show at the top dose activity, negative = inhibition, hits mostly inhibitors. recombinant Eya2, OMFP fluorescence dephosphorylation (OMFP is methylfluorescein phosphate). 330,000 compounds, 0.006% hits. O00167. AID 488837; further: potency means the concentration at half of the fitted maximal effect; on the % scale 0 is the no-effect control and ±100 the full control effect
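Eya2 (0.2 uM) preincubated 10 min at ambient with compound, then OMFP substrate added at 50 uM; 10 min reaction in 50 mM HEPES pH 7.5, 50 mM NaCl, 5 uM MgCl2, 0.05% BSA, 1 mM DTT. Fluorescence read at Ex 485/Em 525 nm.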
USP2a block = inhibitors of human ubiquitin-specific protease USP2a; O75604; USP2 core, Ub-CHOP2 coupled fluorogenic reporter, 485/531; Potency, µM (series often up to 38.3 µM), without a hit: at the top dose activity change, negative = inhibition, hits mostly inhibitors; 330,000 compounds, 0.01% hits; AID 463254;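 further: potency means the concentration at half of the fitted maximal effect; plate controls were DMSO wells for no effect and full inhibition by NEM control for full effect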
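Cell-free coupled assay: 10nM USP2 core preincubated 30min RT with compound in Tris-HCl pH 8.0/CaCl2/CHAPS buffer, then 25nM Ub-CHOP2 and 25nM reporter substrate; fluorescence (Ex 485/Em 531) read after 60min RT, normalized to NEM inhibition, concentration-response curves fitted.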
KCNH2 WT inh = blocks the wildtype human KCNH2 potassium channel | U2OS, BacMam KCNH2, thallium flux FluxOr; stronger effect = lower value | activity change, % at 1.84 µM | 340,000 compounds, 0.37% hits;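 active means maximum activity change below -70%; inconclusive means maximum activity change between -70% and -50%; inactive means maximum activity change above -50%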; further: on the % scale 0 is the no-effect control and ±100 the full control effect
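U2OS cells transduced with wild-type KCNH2 virus are loaded with FluxOr dye for 45 min, and thallium flux is measured in kinetic reads before and after stimulation buffer. Rate constants are normalized to DMSO controls.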
Menin MLL FP TR = menin-MLL binding inhibition, Texas Red mutant peptide | O00255 | Menin + Texas Red MLL mutant peptide, fluorescence polarization | Potency, µM (highest dose often 61.6 µM), inactives show at the highest dose FP activity change, negative = inhibition, most hits filed as inhibitors | 270,000 compounds, 0.23% hits | AID 1768; active means well fitted inhibition curve with a large enough effect in the polarisation, with a control signal flat, not every such curve was filed as active; inconclusive means small, poorly fitted or top-dose-only effect, or effect the other way, or a change in a side signal; inactive means no such curve, though single readings can be large or run the other way; the % refers to the polarisation; further: potency means the concentration at half of the fitted maximal effect; % of control where 0% means no effect; many of its hits are not listed in these tables
Mito fusion act = mitochondrial division inhibition or fusion activation; S. cerevisiae fusion-defective mutant growth rescue, CellTiterGlo 48 h; Potency, µM (series often up to 46.1 µM), without a hit: at the top dose growth rescue (activation), actives largely listed as activators; 320,000 compounds, 0.23% hits; AID 485298;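 further: potency means the concentration at half of the fitted maximal effect; % of control where 0% means no effect; nearly all actives have a fitted effect of over 45% in size; temperature-sensitive fusion mutants such as fzo1-1 at 37 °C on non-fermentable ethanol glycerol medium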
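S. cerevisiae fusion-defective temperature-sensitive mutants (e.g. fzo1-1, mgm1-5) grown 48 h at 37C in YPEG (ethanol/glycerol non-fermentable) medium with 23 nl compound per well; growth rescue read as CellTiterGlo luminescence.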
PKM2 act = activators of human pyruvate kinase M2 | purified PKM2, Kinase-Glo ATP luminescence, activation; response scale: 0% is enzyme alone, no compound | Potency, µM (highest dose often 57.5 µM), inactives show at the highest dose activation, actives largely listed as activators | 260,000 compounds, 0.34% hits; further: potency means the concentration at half of the fitted maximal effect; on the % scale 0 is the no-effect control and ±100 the full control effect; nearly all actives have a fitted effect of over 55% in size
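ATP formation by purified human PK-M2, quantified via coupled luciferase luminescence after 1 h at room temperature with 0.1 mM ADP and 0.5 mM PEP final.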
BCR signal inh = chronic active BCR signaling inhibition; ABC-DLBCL IkBa-CBG/CBR reporter, luminescence ratio, 4 h; Potency, µM (doses to about 46.1 µM), inactives show at the highest dose ratio change, negative = lower green/red ratio, most hits filed as inhibitors; 340,000 compounds, 0.05% hits; AID 493014; active means well fitted inhibition curve with a large enough effect in the signal ratio, with a control signal flat, not every such curve was filed as active; inconclusive means small, poorly fitted or top-dose-only effect, or effect the other way, or a change in a side signal; the % refers to the signal ratio;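 further: potency means the concentration at half of the fitted maximal effect; plate controls were basal doxycycline-induced cells for no effect and cells given 10 µM MG132 for full effect; MG132 reads +100%, hits lower the ratio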
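Concentration-response series (up to 46 uM) were applied to TMD8 dual-reporter cells for 4 h at 37C with doxycycline. Green/red ratio, after filter-overlap correction, defined %Activity; red signal alone was normalised to basal cells and zero luminescence.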
GALK inhibitor = blocks human galactokinase activity | P51570 | Purified GALK, Kinase-Glo residual ATP luminescence | Potency, µM (titrated, usually from 57.5 µM), for inactives: at the highest dose activity change, negative = inhibition, actives largely listed as inhibitors | 270,000 compounds, 0.007% hits | AID 1868; further: potency means the concentration at half of the fitted maximal effect; on the % scale 0 is the no-effect control and ±100 the full control effect
Target sequence (P51570 whole entry, looked up): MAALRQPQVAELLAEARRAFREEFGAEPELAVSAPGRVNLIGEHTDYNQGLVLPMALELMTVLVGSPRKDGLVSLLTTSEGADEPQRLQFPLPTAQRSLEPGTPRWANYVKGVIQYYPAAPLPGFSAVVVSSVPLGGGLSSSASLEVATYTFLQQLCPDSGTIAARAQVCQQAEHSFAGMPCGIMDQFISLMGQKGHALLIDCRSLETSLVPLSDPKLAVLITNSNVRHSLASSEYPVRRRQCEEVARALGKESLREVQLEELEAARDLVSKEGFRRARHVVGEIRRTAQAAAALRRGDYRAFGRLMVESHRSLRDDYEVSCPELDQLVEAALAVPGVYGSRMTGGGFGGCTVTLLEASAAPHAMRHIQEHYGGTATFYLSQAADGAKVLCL
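ATP-depletion format; final 35 uM ATP, 100 uM D-galactose, 5 nM enzyme; pH 8.0 HEPES/Mg2+ buffer; 60 min RT; luminescence read 10 min after detection reagent.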
ASM inhibitor = blocks human secretory acid sphingomyelinase | P17405 | placental ASM, HMU-PC fluorogenic substrate, 60 min | Potency, µM (doses to about 57.5 µM), for inactives: at the top dose activity change, negative = inhibition, most hits filed as inhibitors | 340,000 compounds, 0.006% hits | AID 504937; further: potency means the concentration at half of the fitted maximal effect
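qHTS format. ASM enzyme prepared from human placenta hydrolyses the fluorogenic substrate HMU-PC0 (9 uM final) over 60 min at 37 °C after a 10 min compound preincubation.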
* marks the source's active call; other numbers are inactive results; [ ] = another dose, or the depositor's remark. Unless noted, the call rests on the fitted dose curve; in most records, active means well fitted curve in the direction sought with a large enough effect; inconclusive means small, poorly fitted or top-dose-only effect, or another doubt; inactive means no such curve, though single readings can be large; an effect the other way counts as inactive or inconclusive. These rows are one share of the data. The share of hits here may be higher or lower than overall.

What do the screens show for `COc1ccc(NC(=O)CC(C)C)c([N+](=O)[O-])c1`?
TSHR antag: 10; MBNL1-CUG inh: inconclusive; Eya2 phos inh: -22%; USP2a block: -9%; KCNH2 WT inh: -5; Menin MLL FP TR: -5%; Mito fusion act: 1%; PKM2 act: -7%; BCR signal inh: 0%; GALK inhibitor: -1%; ASM inhibitor: -1%

What do the screens show for `COc1ccc(S(=O)(=O)n2nc(OCc3cccs3)cc2N)cc1`?
TSHR antag: -7; MBNL1-CUG inh: 5%; Eya2 phos inh: 17%; USP2a block: 1%; KCNH2 WT inh: -7; Menin MLL FP TR: 16%; Mito fusion act: -1%; PKM2 act: 0%; BCR signal inh: -5%; GALK inhibitor: 0%; ASM inhibitor: 0%

What do the screens show for `O=C(NCCCN1CCOCC1)c1nn(-c2ccccc2)c(=O)c2ccccc12`?
TSHR antag: 14; Eya2 phos inh: -6%; USP2a block: -4%; KCNH2 WT inh: 9; Mito fusion act: 5%; BCR signal inh: 9%; ASM inhibitor: -1%

What do the screens show for `Cc1ccc(N2C(=O)c3sc4nnc(C)c(=O)n4c3C2=O)cc1`?
TSHR antag: 3; MBNL1-CUG inh: 5%; Eya2 phos inh: 0%; USP2a block: 2%; KCNH2 WT inh: -22; Menin MLL FP TR: 4%; Mito fusion act: -13%; PKM2 act: -8%; BCR signal inh: -2%; GALK inhibitor: -2%; ASM inhibitor: 0%

How did O=C(Nc1ccc(Cl)cc1)c1cccnc1N1CCCCC1 do in these assays?
TSHR antag: -17; MBNL1-CUG inh: -3%; Eya2 phos inh: 3%; USP2a block: 3%; KCNH2 WT inh: -2; Menin MLL FP TR: -2%; Mito fusion act: 29%; PKM2 act: 4%; BCR signal inh: 11%; GALK inhibitor: 1%; ASM inhibitor: -4%

Results for C#CCOC(=O)c1ccccc1C(=O)O ?
TSHR antag: 0; MBNL1-CUG inh: 10%; Eya2 phos inh: 2%; USP2a block: 0%; KCNH2 WT inh: -5; Menin MLL FP TR: 1%; Mito fusion act: 0%; PKM2 act: 4%; BCR signal inh: -7%; GALK inhibitor: -2%; ASM inhibitor: -1%

Results for O=C(Nc1ccccn1)c1ccc(Cl)c(S(=O)(=O)N2CCCCCC2)c1 ?
TSHR antag: -21; Eya2 phos inh: 3%; USP2a block: 2%; KCNH2 WT inh: 5; Mito fusion act: 12%; BCR signal inh: inconclusive; ASM inhibitor: -2%

Results for COc1ccc(S(=O)(=O)N2CCCOC2CNC(=O)C(=O)NCc2ccco2)cc1 (stereo not drawn) ?
TSHR antag: 10; MBNL1-CUG inh: -5%; Eya2 phos inh: 4%; USP2a block: -1%; KCNH2 WT inh: -4; Menin MLL FP TR: 2%; Mito fusion act: -6%; PKM2 act: -5%; BCR signal inh: 1%; GALK inhibitor: 7%; ASM inhibitor: 3%

How did COc1ccc(-n2nc(C(=O)NCC(=O)NC(C)C)c3ccccc3c2=O)cc1OC do in these assays?
TSHR antag: 5; MBNL1-CUG inh: 4%; Eya2 phos inh: -1%; USP2a block: -10%; KCNH2 WT inh: -3; Menin MLL FP TR: -1%; Mito fusion act: -2%; BCR signal inh: 0%; GALK inhibitor: -1%; ASM inhibitor: -4%

Results for Cc1ccc2cc(CCNC(=O)c3cccc([N+](=O)[O-])c3)c(=O)[nH]c2c1C ?
TSHR antag: 11; MBNL1-CUG inh: 16%; Eya2 phos inh: -2%; USP2a block: 2%; KCNH2 WT inh: -6; Menin MLL FP TR: 2%; Mito fusion act: 14%; PKM2 act: -13%; BCR signal inh: 1%; GALK inhibitor: -2%; ASM inhibitor: -7%

How did CC(=O)c1sc(NC(=O)CS(=O)(=O)c2ccc(F)cc2)nc1C do in these assays?
TSHR antag: 1; Eya2 phos inh: 20%; USP2a block: 0%; KCNH2 WT inh: -44; Mito fusion act: -2%; BCR signal inh: inconclusive; ASM inhibitor: -1%

How did CC(C)OC(=O)C1C2C=CC3(CN(Cc4cccs4)C(=O)C13)O2 (stereo not drawn) do in these assays?
TSHR antag: -5; MBNL1-CUG inh: -9%; Eya2 phos inh: 1%; USP2a block: 0%; KCNH2 WT inh: 4; Menin MLL FP TR: -8%; Mito fusion act: -2%; PKM2 act: 2%; BCR signal inh: 1%; GALK inhibitor: 0%; ASM inhibitor: 2%

What do the screens show for `COc1cc(OC)c(OC)cc1CN1CCC(O)CC1`?
TSHR antag: 0; MBNL1-CUG inh: -5%; Eya2 phos inh: 15%; USP2a block: -1%; KCNH2 WT inh: 3; Mito fusion act: -14%; PKM2 act: -3%; BCR signal inh: 6%; GALK inhibitor: -2%; ASM inhibitor: 1%

How did CCc1cc(C=C(Cl)Cl)oc(=O)c1C do in these assays?
TSHR antag: -2; MBNL1-CUG inh: inconclusive; Eya2 phos inh: 7%; USP2a block: 2%; KCNH2 WT inh: -13; Menin MLL FP TR: 2%; Mito fusion act: 4%; PKM2 act: 7%; BCR signal inh: -2%; GALK inhibitor: 3%; ASM inhibitor: 0%

How did COc1cccc(C(=O)C(C#N)=C(SC)SC)c1 do in these assays?
TSHR antag: 2; Eya2 phos inh: 13%; USP2a block: 2%; KCNH2 WT inh: 2; Mito fusion act: 5%; PKM2 act: inconclusive; BCR signal inh: inconclusive; GALK inhibitor: -1%; ASM inhibitor: 4%

What do the screens show for `O=C(/C=C/c1cc(Br)ccc1F)OCC(=O)N1CCOCC1`?
TSHR antag: 0; Eya2 phos inh: 0%; USP2a block: 3%; KCNH2 WT inh: -3; BCR signal inh: 3%; ASM inhibitor: -4%

Results for COc1cc(C(=O)OC(C)CN2C(C)CCCC2C)cc(OC)c1OC (stereo not drawn) ?
TSHR antag: 6; MBNL1-CUG inh: -4%; Eya2 phos inh: 6%; USP2a block: 2%; KCNH2 WT inh: 55; Menin MLL FP TR: -1%; Mito fusion act: -9%; PKM2 act: 1%[11.5 µM]; BCR signal inh: 1%; GALK inhibitor: -1%; ASM inhibitor: -2%

How did CCOc1cc(C(=O)NC(=S)Nn2cnnc2)cc(OCC)c1OCC do in these assays?
TSHR antag: -5; MBNL1-CUG inh: -14%; Eya2 phos inh: 0%; USP2a block: 3%; KCNH2 WT inh: 7; Menin MLL FP TR: -6%; Mito fusion act: -5%; PKM2 act: -7%; BCR signal inh: inconclusive; GALK inhibitor: -3%; ASM inhibitor: 1%

What do the screens show for `CC(=O)c1ccc(OCC(=O)N2CCCC(Nc3ccc(C)c(C)c3)C2)cc1` (stereo not drawn)?
TSHR antag: 11; MBNL1-CUG inh: -4%; Eya2 phos inh: 4%; USP2a block: 2%; KCNH2 WT inh: 0; Mito fusion act: 3%; PKM2 act: 2%; BCR signal inh: 2%; GALK inhibitor: -6%; ASM inhibitor: -2%

What do the screens show for `Cc1ccc(NC(=O)CN(C)C(=O)COc2cccc3cccnc23)cc1`?
TSHR antag: -4; MBNL1-CUG inh: 22%; Eya2 phos inh: -3%; USP2a block: -6%; KCNH2 WT inh: 0; Mito fusion act: -1%; PKM2 act: 7%; BCR signal inh: -4%; GALK inhibitor: -5%; ASM inhibitor: -2%

How did Cc1cc(C)n2nc(C(=O)Nc3ccc4c(c3)OCO4)nc2n1 do in these assays?
TSHR antag: 11; MBNL1-CUG inh: 13%; Eya2 phos inh: -25%; USP2a block: 1%; KCNH2 WT inh: -1; Menin MLL FP TR: -10%; Mito fusion act: -3%; PKM2 act: -21%; BCR signal inh: inconclusive; GALK inhibitor: 0%; ASM inhibitor: 2%

Results for Cc1ccc2occ(C(c3nnnn3C3CCCC3)N3CCN(C(=O)c4ccco4)CC3)c(=O)c2c1 (stereo not drawn) ?
TSHR antag: -9; MBNL1-CUG inh: -4%; Eya2 phos inh: 12%; USP2a block: -6%; KCNH2 WT inh: 8; Menin MLL FP TR: inconclusive; Mito fusion act: 2%; PKM2 act: -3%; BCR signal inh: 0%; GALK inhibitor: -1%; ASM inhibitor: -1%
